From PubChem BioAssay
IDH1 mut inh: inhibitors of human IDH1 R132H | O75874 | IDH1 R132H reductase, diaphorase/resazurin fluorescence, 60 min | inhibition, % at 10 µM | actives 0.18% (n = 70,000) | AID 624101; in the data active = inhibition above about 34%;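 also: 0% = DMSO and 100% = no enzyme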
Target sequence (O75874 whole entry R132H): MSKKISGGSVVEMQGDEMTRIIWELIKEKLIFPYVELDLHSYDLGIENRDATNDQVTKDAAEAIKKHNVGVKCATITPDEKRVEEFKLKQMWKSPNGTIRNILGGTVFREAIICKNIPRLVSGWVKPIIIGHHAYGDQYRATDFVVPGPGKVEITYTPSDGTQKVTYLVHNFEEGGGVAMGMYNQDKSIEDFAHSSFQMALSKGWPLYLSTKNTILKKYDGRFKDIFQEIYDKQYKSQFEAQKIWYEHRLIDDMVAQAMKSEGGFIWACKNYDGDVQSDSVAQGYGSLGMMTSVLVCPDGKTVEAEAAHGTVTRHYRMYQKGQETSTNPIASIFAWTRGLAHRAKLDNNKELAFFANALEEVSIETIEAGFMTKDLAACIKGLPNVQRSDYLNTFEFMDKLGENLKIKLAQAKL
EZH2 inh: blocks human EZH2/PRC2 H3K27 methylation; AID 651548; inhibition, % at 12.5 µM; DELFIA TRF, 1 h; actives 0.35% (n = 57,000);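 active = mean inhibition of replicates at least 50% and every single replicate also reaching 50%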;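 also: dimethyl H3K27 on biotinylated H3 21-44 peptide detected by antibody; plate controls were median neutral control wells for no effect and median positive control wells for full effect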
Numbers without * were called inactive; x = not tested or not shown; & = joins results of further samples. This is a subset. The share of hits here may be higher or lower than overall.

#	SMILES	IDH1 mut inh	EZH2 inh
1	C[C@H]1CN([C@@H](C)CO)C(=O)c2cccc(NC(=O)c3ccc(-c4nccs4)cc3)c2O[C@H]1CN(C)Cc1ccc(Oc2ccccc2)cc1	1.8	x
2	COc1ccc(C#Cc2ccc3c(c2)[C@]2(C(=O)N3)[C@H](C(=O)N3CCc4cc(OC)c(OC)cc4C3)[C@H]3C(=O)O[C@H](c4ccccc4)[C@H](c4ccccc4)N3[C@@H]2c2ccc(O)cc2)cc1	x	-4
3	O=C(O)CCC(=O)N1N=C(c2c(-c3ccccc3)c3cc(Cl)ccc3[nH]c2=O)CC1c1ccccc1 (stereo not given)	-0.3	6
4	CO[C@H]1CN(C)C(=O)c2cc(NC(=O)NC(C)C)ccc2OC[C@@H](C)N(Cc2ccc(-c3ccccn3)cc2)C[C@H]1C	0.1	-6
5	COc1ccc(NC(=O)N[C@@H]2CC[C@@H](CCNC(=O)c3ccccc3F)O[C@@H]2CO)cc1	0.6	-4
6	C[C@@H]1CN([C@@H](C)CO)C(=O)CCCn2nncc2CO[C@H]1CN(C)C(=O)Nc1ccc2c(c1)OCO2	x	9
7	CC(Sc1nc(-c2ccccc2)c(C#N)c(=O)[nH]1)C(=O)Nc1ccc(Cl)cc1 (stereo not given)	-0.5	46
8	O=C(O)C[C@H]1C[C@@H]2c3cc(NC(=O)Nc4ccc(F)cc4)ccc3O[C@@H]2[C@H](CO)O1	-0.1	9
9	C[C@@H]1CN([C@@H](C)CO)C(=O)Cc2cc(NC(=O)Nc3ccc(F)cc3)ccc2O[C@@H]1CN(C)C(=O)NC1CCCCC1	x	-1
10	COc1ccccc1S(=O)(=O)N(C)C[C@@H]1OCc2cnnn2CCCC(=O)N([C@H](C)CO)C[C@@H]1C	-2.7	0
11	COc1ccc(S(=O)(=O)N[C@@H]2C=C[C@H](CC(=O)N3CCC(Cc4ccccc4)CC3)O[C@H]2CO)cc1	0.0	-46
12	C[C@@H]1CN([C@@H](C)CO)C(=O)Cc2cc(NC(=O)CCN3CCOCC3)ccc2O[C@@H]1CN(C)Cc1ccc(C(F)(F)F)cc1	3.5	-1
13	C[C@@H]1CCCCO[C@@H](CN(C)Cc2ccc(Cl)c(Cl)c2)[C@H](C)CN([C@H](C)CO)C(=O)c2cc(NC(=O)Nc3ccc4c(c3)OCO4)ccc2O1	-0.8	x
14	NC(CC(=O)O)c1cccc([N+](=O)[O-])c1 (stereo not given)	0.4	2
15	O=C(N[C@@H]1CC[C@H](CC(=O)N2CCCCC2)O[C@H]1CO)c1cccc(F)c1	0.1	13
16	C[C@@H]1CCCCO[C@@H](CN(C)C(=O)Nc2ccc3c(c2)OCO3)[C@H](C)CN([C@@H](C)CO)C(=O)c2cc(NC(=O)Nc3ccc4c(c3)OCO4)ccc2O1	0.5	x
17	CO[C@H]1CN(C)C(=O)c2ccc(NC(=O)c3cccc(Oc4ccccc4)c3)cc2OC[C@@H](C)NC[C@@H]1C	0.0	-28
18	Cc1noc(C)c1NC(=O)NCC[C@H]1CC[C@H](NC(=O)Nc2cccc(F)c2)[C@H](CO)O1	0.0	-3
19	Cc1noc(C)c1S(=O)(=O)Nc1ccc2c(c1)CC(=O)N([C@H](C)CO)C[C@@H](C)[C@@H](CN(C)Cc1ccc(C(F)(F)F)cc1)O2	0.1	x
20	CO[C@H]1CN(C)C(=O)c2cc(NC(=O)c3ccc4c(c3)OCO4)ccc2OC[C@H](C)N(CC2CC2)C[C@@H]1C	0.2	-11
21	COCC(=O)N(C)C[C@@H]1Oc2ncc(-c3ccc(C#N)cc3)cc2C(=O)N([C@H](C)CO)C[C@@H]1C	0.2	-7
22	C[C@@H]1CN([C@@H](C)CO)C(=O)Cc2cc(NC(=O)Cn3cnnn3)ccc2O[C@H]1CN(C)C(=O)Nc1ccc2c(c1)OCO2	-1.0	x
23	CCc1cccc(C)c1NC(=O)CSc1nc2sc3c(c2c(=O)n1C)CCC(C)C3 (stereo not given)	-0.4	x
24	C[C@H](CO)N1C[C@H](C)[C@@H](CN(C)C(=O)CN2CCOCC2)Oc2cc(C#Cc3cccc(F)c3)ccc2S1(=O)=O	-0.6	-3
25	CO[C@@H]1CN(C)C(=O)c2ccc(NS(=O)(=O)c3cccc(C)c3)cc2OC[C@H](C)NC[C@@H]1C	0.2	1
26	C[C@H](O)C#Cc1ccc2c(c1)O[C@@H](CN(C)Cc1ccc(-c3ccccc3)cc1)[C@@H](C)CN([C@@H](C)CO)S2(=O)=O	-0.1	10
27	COc1ccc(S(=O)(=O)N(C)C[C@H]2Oc3ccc(NC(=O)Cc4cn(C)c5ccccc45)cc3C(=O)N([C@H](C)CO)C[C@H]2C)cc1	-14	x
28	COC(=O)N(C)C[C@@H]1OCc2ccccc2-c2c(n(C)c3ccccc23)C(=O)N([C@@H](C)CO)C[C@@H]1C	-0.8	0
29	Cc1noc(C)c1NC(=O)Nc1ccc2c(c1)C(=O)N([C@@H](C)CO)C[C@H](C)[C@@H](CN(C)C(=O)Nc1ccc(C(F)(F)F)cc1)O2	0.6	x
30	Cc1ccc(C(C)C)c(OCC(=O)Nc2ccccc2N2CCN(C)CC2)c1	-0.3	9
31	C[C@@H]1CN([C@H](C)CO)C(=O)c2cc(C#CCN(C)C)cnc2O[C@@H]1CN(C)C	0.8	4
32	COc1cccc(CNC(=O)C[C@H]2CC[C@H](NC(C)=O)[C@@H](CO)O2)c1	0.1	10
33	C[C@H](CO)N1C[C@H](C)[C@H](CN(C)S(=O)(=O)c2ccc(Cl)cc2)Oc2ccc(NC(=O)CCC(F)(F)F)cc2CC1=O	x	3
34	Cc1ccc(C)c(NC(=O)CNS(=O)(=O)c2ccccc2)c1	0.4	-12
35	CC(C)(O)/C=C/C(=O)[C@](C)(O)[C@H]1[C@H](O)C[C@@]2(C)[C@@H]3CC=C4[C@@H](C=C(O[C@@H]5O[C@H](CO)[C@@H](O)[C@H](O)[C@H]5O)C(=O)C4(C)C)[C@]3(C)C(=O)C[C@]12C	0.5	x
36	C[C@@H]1CCCCO[C@H](CN(C)C(=O)C2CCCCC2)[C@H](C)CN([C@H](C)CO)C(=O)c2cc(NS(=O)(=O)c3ccccc3)ccc2O1	-0.5	x
37	C[C@H](CO)N1C[C@H](C)[C@H](CN(C)C(=O)Nc2ccccc2)Oc2c(NS(=O)(=O)c3ccccc3)cccc2C1=O	-0.6	-3
38	O=C(Cc1ccncc1)NCC[C@H]1CC[C@@H](NC(=O)Nc2cccc(F)c2)[C@H](CO)O1	0.3	1
39	CN(CC(=O)Nc1ccc(Oc2ccccc2)cc1)S(=O)(=O)c1ccccc1	-0.4	22
40	COc1ccc(CCNC(=S)Nc2ccncc2)cc1OC	6.5	6
41	CO[C@H]1CN(C)C(=O)c2ccc(NC(=O)Nc3ccc(Cl)cc3)cc2OC[C@H](C)N(C(=O)Nc2c(C)noc2C)C[C@H]1C	-0.1	-19
42	CNC[C@H]1Oc2c(NC(=O)c3ccc(-c4nccs4)cc3)cccc2C(=O)N([C@H](C)CO)C[C@@H]1C	1.7	-4
43	COc1ccccc1-c1cnc2c(c1)C(=O)N([C@@H](C)CO)C[C@H](C)[C@@H](CN(C)Cc1cncnc1)O2	-3.0	6
44	Cc1noc(C)c1S(=O)(=O)Nc1ccc2c(c1)C(=O)N([C@@H](C)CO)C[C@@H](C)[C@@H](CN(C)C(=O)Nc1cccc3ccccc13)OCCCC[C@@H](C)O2	1.2	x
45	O=C(CC1Nc2cccc3cccc(c23)NC1=O)Nc1ccc([N+](=O)[O-])cc1 (stereo not given)	-0.1	-11
46	C[C@@H]1CN([C@H](C)CO)C(=O)c2cc(C#CCN(C)C)cnc2O[C@@H]1CN(C)Cc1ccc(-c2ccccc2)cc1	-2.4	-12
47	O=C(N/N=C/c1ccccc1OCCO)c1ccccn1	x	2
48	C[C@H](CO)N1C[C@H](C)[C@@H](CN(C)Cc2ccc(Oc3ccccc3)cc2)Oc2ccc(NC(=O)CCN3CCOCC3)cc2CC1=O	4.4	x
49	C[C@@H]1CN([C@@H](C)CO)C(=O)c2cc(NC(=O)Nc3ccc(C(F)(F)F)cc3)ccc2O[C@@H]1CN(C)C(=O)Nc1ccc(F)cc1	0.1	x
50	COc1cc(COc2cc(N)c(Cl)cc2C(=O)CCC2CCN(CCNS(C)(=O)=O)CC2)cc(OC)c1	-0.5	-32
51	CCC(=O)Nc1ccc2c(c1)C(=O)N(C)C[C@H](OC)[C@H](C)CN(Cc1ccccc1)[C@H](C)CO2	0.2	5
52	COc1ccc(C(=O)Nc2ccc3c(c2)C(=O)N(C)C[C@H](OC)[C@H](C)CN(C(C)=O)[C@H](C)CO3)cc1	0.1	-5
53	O=C(C[C@H]1CC[C@@H](NC(=O)Cc2cccnc2)[C@@H](CO)O1)Nc1ccc(-c2ccccc2)cc1	0.3	-4
54	Cc1cc(O)cc2oc3cc(O)cc(O)c3c(=O)c12	0.3	-2
55	Cc1ccc(S(=O)(=O)N[C@H]2C=C[C@H](CC(=O)N3CCc4ccccc4C3)O[C@@H]2CO)cc1	-0.2	2
56	COc1ccccc1NC(=O)N(C)C[C@@H]1Oc2cc(Br)ccc2S(=O)(=O)N([C@@H](C)CO)C[C@H]1C	-0.6	2
57	COc1ccc(S(=O)(=O)N(C)C[C@H]2Oc3c(NS(=O)(=O)c4cccs4)cccc3C(=O)N([C@@H](C)CO)C[C@@H]2C)cc1	-1.0	x
58	C[C@H](CO)N1C[C@H](C)[C@H](CN(C)C(=O)Nc2ccc3c(c2)OCO3)Oc2ccc(NS(=O)(=O)c3ccc(Cl)cc3)cc2C1=O	2.3	x
59	C[C@H](CO)N1C[C@H](C)[C@@H](CN(C)Cc2ccc(C(=O)O)cc2)Oc2ccc(NC(=O)Nc3ccc(F)cc3)cc2CC1=O	2.7	-2
60	COC(=O)c1ccc(C)c(NC(=O)CN(c2ccc(Cl)c(Cl)c2)S(C)(=O)=O)c1	0.1	2

7 of these compounds, set out differently:
31. C[C@@H]1CN([C@H](C)CO)C(=O)c2cc(C#CCN(C)C)cnc2O[C@@H]1CN(C)C
60. COC(=O)c1ccc(C)c(NC(=O)CN(c2ccc(Cl)c(Cl)c2)S(C)(=O)=O)c1
37. C[C@H](CO)N1C[C@H](C)[C@H](CN(C)C(=O)Nc2ccccc2)Oc2c(NS(=O)(=O)c3ccccc3)cccc2C1=O
52. COc1ccc(C(=O)Nc2ccc3c(c2)C(=O)N(C)C[C@H](OC)[C@H](C)CN(C(C)=O)[C@H](C)CO3)cc1
59. C[C@H](CO)N1C[C@H](C)[C@@H](CN(C)Cc2ccc(C(=O)O)cc2)Oc2ccc(NC(=O)Nc3ccc(F)cc3)cc2CC1=O
29. Cc1noc(C)c1NC(=O)Nc1ccc2c(c1)C(=O)N([C@@H](C)CO)C[C@H](C)[C@@H](CN(C)C(=O)Nc1ccc(C(F)(F)F)cc1)O2
49. C[C@@H]1CN([C@@H](C)CO)C(=O)c2cc(NC(=O)Nc3ccc(C(F)(F)F)cc3)ccc2O[C@@H]1CN(C)C(=O)Nc1ccc(F)cc1
Compound,31,60,37,52,59,29,49
IDH1 mut inh,0.8,0.1,-0.6,0.1,2.7,0.6,0.1
EZH2 inh,4,2,-3,-5,-2,x,x

Other entries follow:
#	SMILES	IDH1 mut inh	EZH2 inh
61	COc1ccc(NC(=O)CSc2nnc3c4c5c(sc4nc(-c4ccccc4)n23)CCC5)cc1	0.5	-3
62	COc1ccc(NC(=O)Nc2ccc3c(c2)[C@H]2C[C@@H](CC(=O)NCC(F)(F)F)O[C@@H](CO)[C@H]2O3)cc1	-0.1	1
63	C[C@H](CO)N1C[C@H](C)[C@H](CN(C)S(=O)(=O)c2ccccc2)OCCCC[C@H](C)Oc2ccc(NC(=O)Nc3ccc(F)cc3)cc2C1=O	-0.3	x
64	COc1ccc(CC(=O)Nc2cccc(-c3nnc(-c4ccc(C)cc4)o3)c2)cc1OC	0.3	-3
65	C[C@@H]1CCCCO[C@H](CN(C)Cc2ccc3c(c2)OCO3)[C@@H](C)CN([C@H](C)CO)C(=O)c2cc(NC(=O)NC3CCCCC3)ccc2O1	1.8	x
66	COC(=O)CCCCCCC(=O)NOCc1ccccc1	x	-5
67	Cc1ccc(S(=O)(=O)N[C@H]2CC[C@H](CC(=O)NC3CCCCC3)O[C@@H]2CO)cc1	-0.2	-5
68	C[C@@H]1CCCCO[C@H](CN(C)C)[C@H](C)CN([C@@H](C)CO)C(=O)c2cc(NC(=O)Nc3ccc4c(c3)OCO4)ccc2O1	x	-4
69	CCc1nnc(Cn2nnc3c(=O)[nH]c(C(=O)Nc4ccc(C)cc4)nc32)s1	-1.1	0
70	C[C@H](CO)N1C[C@H](C)[C@H](CN(C)Cc2cccnc2)Oc2cc(-c3cccnc3)ccc2S1(=O)=O	x	-7
71	Cc1nn(CC(=O)Nc2ccc3c(c2)nc(CN2CCCC2)n3C)c(=O)c2ccccc12	-0.4	2
72	CN=C(NC#N)NCCSCc1csc(N=C(N)N)n1	-0.7	-1
73	Cc1ccc(S(=O)(=O)Nc2ccc3c(c2)C(=O)N([C@H](C)CO)C[C@H](C)[C@H](CN(C)C(=O)CCC(F)(F)F)OCCCC[C@H](C)O3)cc1	0.5	x
74	C[C@@H]1CN([C@H](C)CO)S(=O)(=O)c2ccc(C#C[C@@H](C)O)cc2O[C@@H]1CN(C)Cc1ccc(-c2ccccc2)cc1	0.1	15&18
75	O=C(Nc1ccccc1)N[C@@H]1CC[C@H](CCNC(=O)c2ccccc2F)O[C@@H]1CO	0.1	-1
76	CO[C@H]1CN(C)C(=O)c2ccc(NC(=O)Nc3ccccc3)cc2OC[C@@H](C)NC[C@@H]1C	-0.1	-11
